Bioassay records: PubChem BioAssay, National Center for Advancing Translational Sciences (NCATS)
Caspase-7 inhib – blocks human caspase-7 allosterically or competitively. P55210. recombinant caspase-7, Ac-DEVD-AFC fluorescence rate. Potency, µM (highest dose often 57.5 µM), for inactives: at the top dose activity change, negative = inhibition, most hits filed as inhibitors. actives 0.02% (n = 75,000); active = well fitted inhibition curve with a large enough effect in the main read-out, with a control signal flat, not every such curve was filed as active; inconclusive = small, poorly fitted or top-dose-only effect, or a change in a side signal; also: potency is read from the fitted curve at half-maximal effect; % of control where 0% means no effect
Target sequence (P55210 24-198 limits assumed): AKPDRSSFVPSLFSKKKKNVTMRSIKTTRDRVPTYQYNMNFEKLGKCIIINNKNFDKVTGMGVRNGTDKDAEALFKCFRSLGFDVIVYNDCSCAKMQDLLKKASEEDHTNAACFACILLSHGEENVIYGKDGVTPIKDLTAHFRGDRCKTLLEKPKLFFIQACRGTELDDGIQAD
Target sequence (P55210 207-303 limits assumed): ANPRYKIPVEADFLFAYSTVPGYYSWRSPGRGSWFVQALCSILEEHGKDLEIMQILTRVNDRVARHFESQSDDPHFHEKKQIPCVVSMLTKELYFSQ
ERK AVP block – inhibitors of vasopressin-stimulated ERK signaling pathway; HEK293-V1b, vasopressin-stimulated pERK AlphaScreen; Potency, µM (highest dose often 57.5 µM), for the others: at the highest dose activity, negative = inhibition, most hits filed as inhibitors; actives 0.99% (n = 72,000); also: potency is read from the fitted curve at half-maximal effect; % is scaled to controls: 0 for no effect and ±100 for the full control effect; nearly all actives have a fitted effect of over 55% in size
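HEK293 cells stably expressing V1b receptor, seeded overnight in 1% FBS, were treated with compounds for 30 min at 37C, then stimulated 5 min with 25 nM vasopressin; phospho-ERK read by AlphaScreen SureFire after lysis.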
Luciferase inh – blocks Photinus pyralis firefly luciferase activity; AID 411; actives 2.2% (n = 72,000); P08659; purified firefly luciferase, luminescence, 8 min; Potency, µM (doses to about 57.1 µM), inactives show at the highest dose activity change, negative = inhibition, actives largely listed as inhibitors; also: potency is read from the fitted curve at half-maximal effect; % is scaled to controls: 0 for no effect and ±100 for the full control effect; nearly all actives have a fitted effect of over 40% in size
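Firefly luciferase (PKLight detection mix) with 10 uM ATP in pH 7.2 imidazole buffer (KCl, MgCl2, Tween 20, BSA). Compounds tested across a concentration series (qHTS). Luminescence read after 8 min at ambient temperature.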
BRCT PPI green – inhibitors of human BRCA1 BRCT-phosphoprotein interaction (green fluorophore); P38398; BRCA1 BRCT-phosphopeptide binding, green fluorescence polarization; Potency, µM (doses to about 76.9 µM), for the others: at the highest dose activity change, negative = inhibition, actives largely listed as inhibitors; actives 0.05% (n = 75,000); AID 875;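 also: potency is read from the fitted curve at half-maximal effect; plate controls were peptide without protein for full effect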
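Fluorescence polarization: His-tagged BRCT (~35 kDa BRCA1 C-terminus, 250 nM) bound to 100 nM fluorescein-labeled phosphorylated 10-aa BACH1 peptide, pH 7.3 phosphate buffer with DTT and Tween 20. Compounds incubated 12 min at room temperature; inhibition read as lowered polarization.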
HEK293 cAMP cs – counter-screen for TSHR agonists: cAMP increase in parental HEK293; actives 2.5% (n = 73,000); AID 938; Potency, µM (top dose mostly 57.1 µM), inactives show top-dose activation, hits mostly activators; parental HEK293 CNG cAMP sensor, membrane potential fluorescence; also: potency is read from the fitted curve at half-maximal effect; % of control where 0% means no effect; nearly all actives have a fitted effect of over 55% in size
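Counterscreen for endogenous-receptor signalling: CNG-channel HEK 293 cells report cAMP rise by membrane depolarization. After 60 min dye equilibration with 100 uM RO 20-1724, compounds incubated 30 min before bottom-read fluorescence at 590 nm.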
USP2a inh – inhibitors of human ubiquitin-specific protease USP2a. O75604. USP2a enzymatic assay, qHTS inhibition. Potency, µM (top dose mostly 38.3 µM), inactives show at the highest dose activity change, negative = inhibition, hits mostly inhibitors. actives 0.1% (n = 60,000). AID 927;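 also: potency is read from the fitted curve at half-maximal effect; nearly all actives have a fitted effect of over 60% in size; plate controls were DMSO for no effect and NEM full inhibition control for full effect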
Target sequence (O75604 whole entry, looked up): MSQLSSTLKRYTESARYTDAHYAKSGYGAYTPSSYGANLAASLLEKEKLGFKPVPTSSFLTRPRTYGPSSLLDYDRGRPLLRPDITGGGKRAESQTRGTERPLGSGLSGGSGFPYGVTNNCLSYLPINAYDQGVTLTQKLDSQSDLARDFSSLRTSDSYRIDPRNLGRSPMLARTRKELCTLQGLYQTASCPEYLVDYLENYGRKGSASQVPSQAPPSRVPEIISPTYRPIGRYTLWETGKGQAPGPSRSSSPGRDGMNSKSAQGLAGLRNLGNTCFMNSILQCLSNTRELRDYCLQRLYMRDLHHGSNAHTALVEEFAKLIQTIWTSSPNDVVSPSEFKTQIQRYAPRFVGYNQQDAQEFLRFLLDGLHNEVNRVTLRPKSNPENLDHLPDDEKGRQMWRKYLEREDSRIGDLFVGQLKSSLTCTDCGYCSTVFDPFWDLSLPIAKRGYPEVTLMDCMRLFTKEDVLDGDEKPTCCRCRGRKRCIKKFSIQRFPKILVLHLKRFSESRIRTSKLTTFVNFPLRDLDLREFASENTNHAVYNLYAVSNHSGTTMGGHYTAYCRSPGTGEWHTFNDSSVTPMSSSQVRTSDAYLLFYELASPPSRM
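20 nM USP2 core + cpd, 30 min RT; add 20 nM Ub-PLA2/20 uM NBD C6-HPC; read Ex460/Em535 at 0 h and 2.5 h. Normalized to NEM; qHTS curve fit/classification.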
A350 fluor – compounds fluorescent in Alexa 350 spectral region; Compound autofluorescence, 340/450 nm, Alexa 350 dye-equivalents; active compounds read high; max dye-equivalent concentration, M; actives 11% (n = 59,000); AID 590; in the data active = max dye-equivalent concentration above about 10 nM; inconclusive = mostly about 1.1 nM to 9.6 nM
BRCT PPI red – inhibitors of human BRCA1 BRCT-phosphoprotein interaction (red fluorophore). BRCT-phosphopeptide binding, red fluorescence polarization. Potency, µM (titrated, usually from 76.9 µM), for the others: at the top dose activity change, negative = inhibition, actives largely listed as inhibitors. actives 0.03% (n = 75,000). AID 892. P38398; also: % is scaled to controls: 0 for no effect and ±100 for the full control effect
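Rhodamine-labelled pBACH1 10-mer (100 nM) bound to BRCT domain (100 nM) at pH 7.3; compounds incubated 12 min room temperature, polarization read. Free peptide defines full inhibition; unlabelled decapeptide titrated as control.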
Tau filament bind – binders of human tau filaments; actives 2% (n = 71,000); AID 596; P10636; Potency, µM (titrated, usually from 57.1 µM), without a hit: at the top dose activity change, negative = inhibition; recombinant tau filaments, thioflavin S fluorescence, 15 h; filaments grown with octadecylsulfate alongside compound;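 also: potency is read from the fitted curve at half-maximal effect; % is scaled to controls: 0 for no effect and ±100 for the full control effect; actives lower thioflavin S fluorescence by blocking filaments or displacing dye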
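ThS-based fibril read: tau 1 uM final, inducer ODS 30 uM final, 37 C for 15 h, ex 450/em 510 nm.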
CRE-bla Fsk – alters forskolin-stimulated CRE reporter signaling in CHO cells. CHO CRE-bla reporter (cAMP response element driving beta-lactamase), forskolin EC10, beta-lactamase ratio. Potency, µM (titrated, usually from 38.2 µM), for the others: at the top dose activity change, negative = inhibition, most hits filed as activators. actives 2.5% (n = 71,000); active = well fitted activation curve with a large enough effect in the signal ratio, with a control signal flat, not every such curve was filed as active; inconclusive = small, poorly fitted or top-dose-only effect, or effect the other way, or a change in a side signal; the % refers to the signal ratio; also: potency is read from the fitted curve at half-maximal effect; % of control where 0% means no effect
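qHTS titration format; CRE-bla CHO reporter; stimulus EC10 NKH 477, a water-soluble forskolin. Read: CCF4 460/530 nm ratio. Potency expressed as AC50 for activators or inhibitors.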
Casp1 inh – allosteric or competitive inhibitors of human caspase-1; P29466; Caspase-1 enzyme, Ac-WEHD-AFC fluorogenic rate; Potency, µM (series often up to 57.5 µM), without a hit: at the highest dose activity change, negative = inhibition, usual class: inhibitors; actives 0.03% (n = 75,000); AID 900;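 also: potency is read from the fitted curve at half-maximal effect; plate controls were vehicle for no effect and no substrate for full effect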
Starred values were filed as active, the others as inactive; i = inactive; ? = inconclusive; · = no result given; [ ] = remark or other dose. Unless noted, calls follow the shape of the dose curve; as a rule, active = well fitted curve in the direction sought with a large enough effect; inconclusive = small, poorly fitted or top-dose-only effect, or another doubt; inactive = no such curve, though single readings can be large; an effect the other way counts as inactive or inconclusive. The order is random; about 16% have a hit in one of these screens.

SMILES | Caspase-7 inhib | ERK AVP block | Luciferase inh | BRCT PPI green | HEK293 cAMP cs | USP2a inh | A350 fluor | BRCT PPI red | Tau filament bind | CRE-bla Fsk | Casp1 inh
O=S(=O)(Nc1ccc(N2CCCCC2)cc1)c1cccc2cccnc12 | -5% | · | · | -1.3% | -20% | · | · | 1.5% | · | · | -4%
CSCCC(NC(=O)C1CCC(C)CC1)C(=O)NCCN1CCOCC1 (stereo unspecified) | 0% | 9% | 0% | -4.9% | 5% | 5% | 2.3e-08M* | -0.5% | 0% | 12% | 0%
Cc1ccc2oc(-c3ccccc3)c(O)c(=O)c2c1 | 1% | 26% | -6%[11.4 µM] | -1.1% | 21% | · | i | -3.7% | 32µM* | 6% | -2%
CC1(C)CC(=O)C=C(Nc2ccc(S(N)(=O)=O)cc2)C1 | -1% | 0% | 0% | -1.1% | 6% | -1% | ? | 2.4% | 0% | ? | -3%
CNc1csc(C)c(C)c1=O | 0% | 23% | 1% | -6.8% | -1% | -9% | i | -0.3% | 8% | -4% | -1%
O=C(O)C1CSC2(c3ccc4c(c3)OCCO4)CCC(=O)N12 (stereo unspecified) | 0% | 7% | -1% | 1.8% | 12% | -2% | i | 1.9% | -15% | -9% | 6%
COc1ccc(C2(C(=O)Nc3ccc(C(=O)N4CCOCC4)cc3)CCOCC2)cc1 | -3% | 6% | -3% | -1.9% | 8% | 22% | i | 0.4% | 5% | 4% | -11%
C/C(Cl)=C\Cn1c(NCCCn2ccnc2)nc2c1c(=O)n(C)c(=O)n2C | 0% | 1% | 1% | -1.4% | 11% | 3% | 1.7e-08M* | 0.1% | -12% | ? | 0%
CN(CC(=O)NCCc1ccccc1)S(=O)(=O)c1cccs1 | 0% | -3% | 1% | -1.0% | 0% | -3% | i | -0.2% | -1% | ? | 1%
CC(=O)C1=C(O)C(=O)N(C2CCCCC2)C1c1ccccc1 (stereo unspecified) | 1% | 13% | -4% | -1.7% | 4% | 11% | i | 1.2% | 1% | -5% | -1%
CN(C)CCN1C(=O)C(O)=C(C(=O)c2cc3ccccc3o2)C1c1ccc(N(C)C)cc1 (stereo unspecified) | -2% | · | 4% | 4.0% | 8% | · | · | 0.6% | 118% | -13% | -4%
CC1CCCCC1NC(=O)C1CCN(S(=O)(=O)N2CCC3(CC2)OCCO3)CC1 (stereo unspecified) | 1% | -8% | 2% | 0.7% | 3% | 5% | ? | -2.4% | -19% | -8% | 0%
CCc1nnc(NC(=O)CSc2nnc(Cc3cccn3C)n2CCOC)s1 | -1% | · | 2% | 1.2% | 9% | · | · | 1.1% | -10% | ? | -1%
C[N+](C)(C)c1ncnc2c1ncn2[C@@H]1CCCCO1 | -3%[11.5 µM] | -13%[11.5 µM] | 4%[11.4 µM] | -0.3%[15.4 µM] | -7%[11.4 µM] | · | i | 0.7%[15.4 µM] | 0%[11.4 µM] | 5%[7.6 µM] | 2%[11.5 µM]
COc1ccccc1NC(=O)CC(=O)CSc1nnc(-c2ccc(C)cc2)n1C | -5% | -11% | -2% | -1.1% | 2% | · | i | 0.1% | -2% | 19% | -4%
COc1ccccc1CNc1ncncc1-c1cccc(NS(C)(=O)=O)c1 | -6% | -9% | -1%[2.29 µM] | -1.0% | 1% | 80%[activator] | i | 0.3% | -2% | 8% | -1%
CC1=C(C(=O)Nc2ccccc2)C(c2ccccc2)N2C(=O)CSC2=N1 (stereo unspecified) | -1% | 5% | 1% | -0.8% | 6% | 9% | · | 1.4% | 2% | -4% | 2%
CCOC(=O)N1CCC2(CC1)C(C(=O)C13CC4CC(CC(C4)C1)C3)C2(C#N)C#N (stereo unspecified) | -4% | 20% | 0% | 7.1% | 27% | -5% | ? | -0.1% | -10% | 7% | -5%
COc1cc(OC)c(OC)cc1CN1CCCC(C(=O)N2CCCCC2)C1 (stereo unspecified) | -1% | -13% | 1% | -2.5% | 27% | -1% | ? | -1.7% | -2% | -12% | -2%
CC(=O)c1cccc(NC(=O)c2ccc(NS(C)(=O)=O)cc2)c1 | -1% | -5% | 1% | 0.1% | 3% | -6% | i | -0.3% | -4% | 4% | 0%
COc1ccc(NC(=O)CSc2nc3c(c(=O)[nH]2)CCC3)cc1OC | -2% | · | · | -0.9% | ? | · | · | -0.5% | · | · | -2%
COC(=O)CCC(=O)Nc1ccc(C)cc1OC(=O)CCC(=O)OC | -1% | -14% | -1% | 0.1% | 0% | 8% | · | 0.1% | -15% | -5% | -1%
COc1ccc(NC(=O)CSc2nnc(-c3ccccn3)n2N)cc1 | -4% | -26% | 0% | 0.7% | -3% | 4% | i | 1.4% | -6% | -4% | 2%
CCc1ccc(-c2nc(CN3CCCC(C(=O)NCCc4ccc(OC)c(OC)c4)C3)c(C)o2)cc1 (stereo unspecified) | 0% | 2% | -3% | 0.0% | 20% | 46%[activator] | i | -2.6% | 63% | 0% | 0%
COc1ccccc1CNC(=O)C1CCN(S(C)(=O)=O)CC1 | -1% | -20% | 2% | -0.7% | -18% | 1% | i | 0.7% | -4% | ? | 0%
The list goes on.
SMILES | Caspase-7 inhib | ERK AVP block | Luciferase inh | BRCT PPI green | HEK293 cAMP cs | USP2a inh | A350 fluor | BRCT PPI red | Tau filament bind | CRE-bla Fsk | Casp1 inh
COC(=O)CCCCC1SCC(NC(=O)OC)C1NC(=O)OC (stereo unspecified) | 1% | -6% | -4% | -0.6% | -9% | -1% | ? | 0.2% | -5% | ? | -1%
COc1cccc(C(=O)N(Cc2ccco2)Cc2cc3cccc(C)c3[nH]c2=O)c1 | -7% | ? | 0% | -1.5% | 27% | -3% | i | 0.2% | 158% | -4% | 2%
Cc1cccc(NC(=O)C2CCCN(C(=O)Nc3ccccc3)C2)c1C (stereo unspecified) | 1% | -12% | 0% | 5.3% | 14% | 19% | i | 0.4% | 7% | -7% | 1%
Cc1cc(C)nc(Sc2nc(C)nc3c2oc2ccccc23)n1 | -1% | -22% | 2% | -1.1% | 3% | -4% | ? | -1.7% | -1% | 2% | -1%
CN(C)c1nc(OCC(=O)NC(C)(C)C)nc(N(C)C)n1 | 1% | -7% | 1% | 2.9% | 9% | 2% | i | -0.3% | 4% | -2% | 3%
CCCCNC(=O)C1c2cc(OC)c(OC)cc2C(=O)N(C)C1c1ccc(OC)cc1 (stereo unspecified) | 2% | 18% | 1% | -1.0% | 3% | 4% | i | -1.4% | 8% | -3% | 1%
COc1ccccc1-n1c(SCC(=O)N2CCCCC2)nnc1-c1ccccc1O | -3% | -14% | 0% | 0.9% | ? | 9% | i | -0.2% | -1% | -4% | 0%
CN(C(=O)c1ccc2c(=O)n3c(nc2c1)CCCCC3)c1ccccc1 | -2% | -3% | 1% | -1.1% | -2% | 0% | i | 1.5% | 0% | ? | -2%
CCOC(=O)CNC(=O)c1cnn2cccnc12 | 0% | -4% | -1% | -1.6% | 1% | -2% | 1.6e-08M* | -0.9% | 10% | 1% | -1%
Cc1cc(OCC(=O)NCc2nc(-c3ccccc3)no2)c(C)cc1Br | -1% | -19% | 1% | -1.9% | 32µM* | 0% | i | -0.8% | 60% | 1% | 0%
